Source: PubChem (National Center for Advancing Translational Sciences (NCATS))
Sm TGR inh – blocks Schistosoma mansoni thioredoxin glutathione reductase. Q962Y6. purified TGR, DTNB reduction, TNB absorbance 405 nm. Potency, µM (doses to about 114 µM), for the others: at the highest dose activity change, negative = inhibition, most hits filed as inhibitors. 360,000 compounds, 3% hits. AID 485364; further: potency means the concentration at half of the fitted maximal effect; nearly all actives have a fitted effect of over 60% in size
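First, TGR (20 nM dispensed) and NADPH were mixed with compound. Second, a 15 min room-temperature incubation followed. Third, further NADPH and then DTNB were added to start the reaction. Finally, TNB absorbance was monitored kinetically.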
AMA1 RON2 block – inhibitors of Plasmodium falciparum AMA1-RON2 interaction; AlphaScreen AMA1-biotinylated RON2 peptide binding; 360,000 compounds, 0.2% hits; Potency, µM (series often up to 58.2 µM), for inactives: top-dose activity change, negative = inhibition, hits mostly inhibitors; AID 720542;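 further: potency means the concentration at half of the fitted maximal effect; 0% = vehicle wells and -100% = peptide control; nearly all actives have a fitted effect of over 45% in size; some results filed as inactive show a strong effect at the top dose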
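AMA1 (3D7) with his tag at 25 nM final met compounds first, then biotinylated RON2 peptide at 25 nM; detection used donor plus acceptor beads, 10 µg/mL apiece, read by AlphaScreen after 30 min at room temperature.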
HCMV antiviral – human cytomegalovirus inhibition. HFF cells, HCMV-luciferase reporter, 72 h; active compounds read low. activity change, negative = inhibition, % at 57.5 µM. 410,000 compounds, 4.5% hits. AID 1259415; in the data active means activity change below about -60%; inconclusive means no clear call, values can overlap the other calls; inactive means above about -39%
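Steps: HFFs plated, 16 h 37C; compounds added; HCMV-luciferase added to MOI 1 PFU/cell; 72 h 37C; OneGlo reagent, 5 min room temperature; luminescence read, normalized to controls.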
HCV inh – blocks hepatitis C virus | AID 651820 | 340,000 compounds, 3.4% hits | Huh7.5.1 HCVcc-Cre infection, luciferase reporter, 44 h | Potency, µM (doses to about 41.8 µM), for inactives: at the top dose activity change, negative = inhibition, usual class: inhibitors; further: potency means the concentration at half of the fitted maximal effect
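After 44 h co-culture of compound, cells and HCVcc-Cre (~0.5 moi), substrate is added for 15 min at room temperature and luciferase measured over 15 sec. Cells were seeded at 1,000/well and pre-cultured 4 h.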
AmpC detergent – AmpC beta-lactamase inhibition with detergent present | Potency, µM (doses to about 114 µM), for inactives: at the highest dose activity change, negative = inhibition, actives largely listed as inhibitors | AID 485294 | P00811 | AmpC hydrolysis of nitrocefin, absorbance 480 nm, 0.01% Triton | 370,000 compounds, 0.041% hits;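 further: potency means the concentration at half of the fitted maximal effect; 0% = no-compound wells and -100% = no-enzyme wells; nearly all actives have a fitted effect of over 25% in size; some results filed as inactive show a strong effect at the top dose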
Target sequence (P00811 whole entry, looked up): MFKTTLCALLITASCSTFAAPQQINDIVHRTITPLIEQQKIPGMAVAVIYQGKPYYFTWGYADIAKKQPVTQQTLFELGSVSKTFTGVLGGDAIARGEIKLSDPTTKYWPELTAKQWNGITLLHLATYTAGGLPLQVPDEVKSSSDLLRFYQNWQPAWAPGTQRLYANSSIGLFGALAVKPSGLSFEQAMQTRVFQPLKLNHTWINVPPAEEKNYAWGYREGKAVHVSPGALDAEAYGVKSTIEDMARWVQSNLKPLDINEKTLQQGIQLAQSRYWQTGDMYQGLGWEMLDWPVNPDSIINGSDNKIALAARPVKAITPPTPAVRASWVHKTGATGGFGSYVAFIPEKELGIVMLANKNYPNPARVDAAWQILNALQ
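AmpC (5.3 nM in the dispensed reagent) in 20 mM phosphate pH 7.0 with 0.01% (detergent screen) or 0.0001% Triton X-100 was preincubated with compounds for 15 min at room temperature. Nitrocefin was then added from an 800 uM solution, and hydrolysis was followed at 480 nm.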
Giardia FBPA inh – blocks Giardia fructose-bisphosphate aldolase activity | A8B2U2 | purified Giardia FBPA | Potency, µM (top dose mostly 59.6 µM), for inactives: at the highest dose activity, negative = inhibition, actives largely listed as inhibitors | 290,000 compounds, 0.71% hits | AID 2451; further: potency means the concentration at half of the fitted maximal effect; nearly all actives have a fitted effect of over 55% in size
Target sequence (A8B2U2 whole entry, looked up): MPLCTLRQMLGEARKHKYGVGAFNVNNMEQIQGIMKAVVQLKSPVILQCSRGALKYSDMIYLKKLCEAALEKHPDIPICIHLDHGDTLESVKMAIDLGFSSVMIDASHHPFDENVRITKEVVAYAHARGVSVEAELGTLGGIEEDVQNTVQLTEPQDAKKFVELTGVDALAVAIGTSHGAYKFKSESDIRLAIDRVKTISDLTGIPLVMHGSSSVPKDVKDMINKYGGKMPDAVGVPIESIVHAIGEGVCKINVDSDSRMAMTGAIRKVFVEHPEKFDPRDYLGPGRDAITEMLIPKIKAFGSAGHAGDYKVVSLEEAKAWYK
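Giardia FBPA (40 nM reagent) was preincubated 10 min at RT with compound (up to 57.5 uM final), then substrate plus GAPDH/TPI/NAD/arsenate coupling system with diaphorase/resazurin was added; resorufin fluorescence (525/598 nm) was read after 20 min.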
The depositor's hits bear a star; ? = inconclusive; · = no result given; & = joins results of further samples; [ ] = another dose, or the depositor's remark. Unless noted, the call rests on the fitted dose curve; in most records, active means well fitted curve in the direction sought with a large enough effect; inconclusive means small, poorly fitted or top-dose-only effect, or another doubt; inactive means no such curve, though single readings can be large; an effect the other way counts as inactive or inconclusive. Unless noted, on the % scale 0 is the no-effect control and ±100 the full control effect.

SMILES | Sm TGR inh | AMA1 RON2 block | HCMV antiviral | HCV inh | AmpC detergent | Giardia FBPA inh
COc1ccc(NC(=O)C2CC(=O)NC(Nc3cccc(C)c3)=N2)cc1 (configuration not stated) | -2% | 7% | -4 | -3% | 4% | 2%
Cc1cc(C)c(S(=O)(=O)c2cc(F)ccc2C)c(=O)[nH]1 | 1% | 13% | 20 | 14% | -9% | 2%
CCc1ccccc1NC(=O)c1ccc(CN2CCC(Cc3ccccc3)CC2)cc1 | 12% | -7% | 31 | 13µM* | 6% | 0%
COc1ccc(N(CC(O)Cn2c(C)nc3ccccc32)S(=O)(=O)c2ccccc2)cc1 (configuration not stated) | 8% | -12% | -26 | -1% | -1% | -3%
COC(=O)[C@]1(Cc2ccccc2)N[C@H](CN(C)C(=O)Nc2ccc(F)cc2)[C@@H]2C(=O)N(Cc3ccccc3)C(=O)[C@@H]21 | · | 4% | -26 | 11% | · | ·
CCOC(=O)c1cnc2nc(NCc3ccc(OCc4ccccc4)cc3)[nH]n2c1=O | 0% | -6% | -16 | 1% | -3% | 9%
Cc1ccc(-c2onc(C)c2C)cc1S(=O)(=O)N1c2ccccc2CC1C (configuration not stated) | 4% | · | -39 | · | -2% | ·
COc1cc(CSc2nnnn2-c2ccc(C)cc2)cc(OC)c1OC | 6% | -1% | -89* | ? | 5% | 3%
CCOC(=O)C1=C(O)C(=O)N(c2ccccc2)C1c1cccc([N+](=O)[O-])c1 (configuration not stated) | 1% | ? | ? | 9% | -5% | -23%
Cc1cc(NC(=O)Nc2csc3c2CCCC3)ccc1Br | 2% | · | ? | · | -5% | ·
CCOc1ccc(NC(=O)c2cnn3c2NC(C)=C(C(=O)Nc2ccc(Cl)cc2)C3c2ccc(OC)c(OC)c2)cc1 (configuration not stated) | 1% | · | -29 | · | -2% | ·
CC1=CC(C)(C)N2C(=O)C3(C(C#N)=C(N)Oc4cc(C)oc(=O)c43)c3cc(C)cc1c32 (configuration not stated) | · | -8% | 86 | -27% | · | ·
c1ccc(-c2csc3ncnc(NCCN4CCOCC4)c23)cc1 | 3% | -14% | -77* | 11µM* | -2% | -1%
O=C(c1ccc2c(c1)OCO2)C1CCCN(Cc2ccc(OC(F)F)cc2)C1 (configuration not stated) | 4% | -5% | -11 | 13µM* | -3% | 1%
CC(=O)c1ccc(NC(=S)N2c3ccccc3CC2C)cc1 (configuration not stated) | -25% | -2% | -26 | -22% | 12% | -14%
CCn1cc(C(=O)O)c(=O)c2cc(F)c(N3CCN(C(=S)NC(=O)c4cccc(C)c4)CC3)cc21 | 1% | 43%[activator] | 0 | 9% | 2% | -28%
CCCSc1nnc2c(n1)OC(c1ccc(OCC(=O)O)cc1)Nc1ccccc1-2 (configuration not stated) | 37%[activator] | · | 136 | · | 3% | ·
O=C(Nc1ccc(S(=O)(=O)NCc2ccco2)cc1)c1ccc(F)cc1 | -23% | 0% | -33 | ? | 3% | -1%
COc1ccc(/C=C/C(=O)NCCOc2ccc(C)cc2)cc1 | -2% | 4% | -20 | 4% | -6% | 2%
Cc1onc(-c2ccccc2)c1-c1nnc(COC(=O)c2ccc(O)cc2)o1 | ? | 60%[activator] | 2 | ? | -1% | ·
COc1ccc(Cl)cc1S(=O)(=O)N1CCN(C(=O)c2cc(-c3ccc(Br)cc3)n[nH]2)CC1 | -1% | · | 0 | · | -4% | ·
Cc1cc(C)n2cc(CSc3ccc(Br)cc3)nc2n1 | ? | -20% | 30 | -12% | -15% | -7%
Cc1ccc(-c2nc(SCC(=O)NCCN3C(=O)CSC3=O)[nH]c2-c2ccc(C)cc2)cc1 | 0% | · | · | · | -10% | 3%
Cc1cc(Oc2ccc(-c3ccccc3)cc2)nc(N2CCOCC2)n1 | 3% | 1% | 19 | -8% | 2% | 1%
COc1ccc(N2CCN(Cc3oc(CO)cc(=O)c3O)CC2)cc1 | -12% | -5% | 42 | -8% | -2% | -11%
Cn1ncc([N+](=O)[O-])c1C(=O)N/N=C/c1c[nH]c2ccccc12 | 29% | 22% | -36 | 0% | 2% | -11%
CCC(=O)Nc1ccc(OCC2CCCO2)cc1 (configuration not stated) | 0% | 13% | -10 | 6% | -16% | 7%
COc1ccc(Cl)cc1C(=O)NCc1ccc2c(c1)OCO2 | -5% | 16% | -9 | -6% | 0% | -5%
CCCCc1ccc(NC(=O)CSC2=C(C#N)C(c3ccco3)C3=C(CCCC3=O)N2)cc1 (configuration not stated) | -30% | 3% | -32 | ? | 1% | -27%
O=C(COc1ccc(Cl)cc1Cl)NN1C(=O)/C(=C\c2ccc(Cl)cc2)SC1=S | 0% | 45%[activator] | -18 | ? | ? | 10%
CCOC(=O)c1oc2cc(O)ccc2c(=O)c1-c1ccccc1OC | -17% | -1% | -20 | 9% | -3% | -8%
CCOC(=O)C1CCCN(C(=O)c2cccc([N+](=O)[O-])c2C)C1 (configuration not stated) | 32% | 2% | -29 | 2% | ? | 7%
CCN(C(=O)CN1C(=O)COc2ccc(S(=O)(=O)N3CCCCCC3)cc21)c1cccc(C)c1 | -2% | -7% | -63* | ? | 4% | 0%
CCn1c(CSc2nnc(-c3cccnc3)n2-c2ccccc2C)nc2cc(C(=O)O)ccc21 | 2% | · | · | 8% | -5% | 7.9µM*
COCCNC(=O)CSc1nnc(CCCN2C(=O)c3cccc4cccc(c34)C2=O)n1-c1ccccc1 | 6% | -6% | ? | -6% | ? | 11%
CCOC(=O)c1c(C)oc2nc(C)nc(N(C)Cc3ccccc3)c12 | -2% | · | -14 | · | 3% | ·
O=C(NCc1ccccc1Cl)c1csc2c1CCCCC2 | -14% | -3% | 52 | 4% | 3% | 1%
CCOc1ccc(-n2c(SCc3ccccc3)nc3c([nH]c4ccccc43)c2=O)cc1 | 4% | · | -25 | · | 3% | ·
COc1cccc(C2CC(=O)Nc3cc4c(cc32)OCCO4)c1OC (configuration not stated) | 0% | · | -2 | · | -1% | ·
CSc1cccc(NC(=S)N(CCN(C)C)C(C)c2ccccn2)c1 (configuration not stated) | -5% | 2% | -38 | ? | 1% | 0%
CCn1c2ccccc2c2nnc(SCC(=O)N(C)C3CCS(=O)(=O)C3)nc21 (configuration not stated) | 3% | -3% | -2 | 6% | 1% | 2%
CCc1nn(CC(=O)NCCCN(CC)c2cccc(C)c2)c(=O)c2cc3occc3n12 | -2% | · | · | · | -5% | 4%
CC(=O)Nc1ccc(NC(=O)C(C)OC(=O)c2cccc(S(=O)(=O)N3CCCC3)c2)cc1 (configuration not stated) | 0% | -13% | 3 | 19% | -12% | ·
O=C(c1ccc(S(=O)(=O)N2CCCC2)cc1)N(c1ccc(F)cc1)C1C=CS(=O)(=O)C1 (configuration not stated) | -12% | 2% | -69* | 10% | 2% | 0%
COc1cccc(NC(=O)CSc2nnc(Cc3cccn3C)n2-c2ccc(F)cc2)c1 | ? | 0% | 10 | -30%&-13% | ? | 4%
Cc1ccccc1NC(=O)C(c1ccccc1)C1CCCC1 (configuration not stated) | 1% | -11% | -27 | 1% | 11% | 0%
CCN1C(=O)C2(C(C(=O)c3cc4ccccc4o3)=C(O)C(=O)N2CCCN(C)C)c2ccccc21 (configuration not stated) | ? | 12% | · | -1% | 3% | 5%
COc1ccc(C(=O)OCc2c(-c3cccc(OC)c3)ncc3ccccc23)cc1 | -8% | -6% | 4 | ? | 1% | ·

Single records (already shown). Screens in order: Sm TGR inh, AMA1 RON2 block, HCMV antiviral, HCV inh, AmpC detergent, Giardia FBPA inh
`O=C(c1ccc(S(=O)(=O)N2CCCC2)cc1)N(c1ccc(F)cc1)C1C=CS(=O)(=O)C1` (configuration not stated) in the list: -12%, 2%, -69*, 10%, 2%, 0%
`CCN1C(=O)C2(C(C(=O)c3cc4ccccc4o3)=C(O)C(=O)N2CCCN(C)C)c2ccccc21` (configuration not stated) in the list: ?, 12%, ·, -1%, 3%, 5%

Carrying on.
SMILES | Sm TGR inh | AMA1 RON2 block | HCMV antiviral | HCV inh | AmpC detergent | Giardia FBPA inh
CCOP(=O)(OCC)C(O)c1ccc(OC)cc1OC (configuration not stated) | -3% | 10% | -15 | 12% | 5% | 1%
Cc1ccnc(NC(=O)Cn2ccc([N+](=O)[O-])n2)c1 | 5% | -4% | -17 | 4% | -1% | 0%
O=C(NCCc1nnc2ccc(N3CCCCCC3)nn12)c1ccccc1 | -22% | 5% | ? | -9% | -6% | ·
CC(=O)Nc1ccc(C)cc1-c1nc2ccccc2n(CC(=O)c2ccc(C)c(C)c2)c1=O | -5% | · | 15 | · | 5% | ·
O=C1CSC(c2ccccn2)N1c1ccccc1 (configuration not stated) | -16% | 3% | -17 | · | -6% | 6%
COc1ccc(Cl)cc1NC(=O)CN(C)C(=O)c1n[nH]c2ccccc12 | 7% | -4% | -8 | ? | ? | ·
O=C(CCCOc1ccccc1)Nc1ccc(S(=O)(=O)N2CCOCC2)cc1 | 5% | -11% | 4 | -1% | -12% | -2%
CCOc1ccc(-c2c(C(=O)N/N=C/c3ccc(C)s3)nnn2-c2nonc2N)cc1 | -11% | 44%[activator] | · | -16% | -12% | -7%
CS(=O)(=O)N(Cc1ccccc1)c1ccccc1C(=O)Nc1ccccc1C(=O)NCc1ccco1 | 1% | 10% | -3 | -15% | 0% | -5%
N#Cc1nc(Cc2ccccc2)oc1NCCc1ccccc1 | -15% | -21% | 54 | -13% | -5% | -7%
CCOc1ccc(CNC(=O)Cn2nc(C)c3sc4ccccc4c3c2=O)cc1 | -18% | · | 18 | · | 3% | ·
CCOc1ccccc1NC(=O)Cn1c(=O)n(-c2ccc(C)c(C)c2)c(=O)c2oc3ccccc3c21 | 7% | · | -22 | · | 0% | ·
CC(C)(C)NC(=O)NC(=O)CSc1nnc(-c2ccccc2F)n1N | 6% | 0% | -15 | 18% | 0% | 2%
Cc1cc(C(=O)NC2CCCc3c2cnn3-c2ccc(C(C)(C)C)cc2)n[nH]1 (configuration not stated) | 0% | 1% | ? | 11µM* | -10% | 8%
O=C(c1ccc(Cl)cc1)n1nc(-c2ccccc2)nc1NCc1ccco1 | 0% | · | -31 | · | -2% | ·

Compounds above containing two or more sulfur atoms:
SMILES | Sm TGR inh | AMA1 RON2 block | HCMV antiviral | HCV inh | AmpC detergent | Giardia FBPA inh
Cc1ccc(-c2nc(SCC(=O)NCCN3C(=O)CSC3=O)[nH]c2-c2ccc(C)cc2)cc1 | 0% | · | · | · | -10% | 3%
O=C(COc1ccc(Cl)cc1Cl)NN1C(=O)/C(=C\c2ccc(Cl)cc2)SC1=S | 0% | 45%[activator] | -18 | ? | ? | 10%
CSc1cccc(NC(=S)N(CCN(C)C)C(C)c2ccccn2)c1 (configuration not stated) | -5% | 2% | -38 | ? | 1% | 0%
CCn1c2ccccc2c2nnc(SCC(=O)N(C)C3CCS(=O)(=O)C3)nc21 (configuration not stated) | 3% | -3% | -2 | 6% | 1% | 2%
O=C(c1ccc(S(=O)(=O)N2CCCC2)cc1)N(c1ccc(F)cc1)C1C=CS(=O)(=O)C1 (configuration not stated) | -12% | 2% | -69* | 10% | 2% | 0%
